From PubChem BioAssay
ERG Ets-DNA blk: inhibitors of human ERG Ets domain-DNA interaction | P11308 | fluorescence polarization, His-ERG Ets domain / labelled DNA | Potency, µM (titrated, usually from 76.9 µM), without a hit: at the top dose FP activity, negative = inhibition, hits mostly inhibitors | 370,000 compounds, 0.028% hits | AID 624246; active means well fitted inhibition curve with a large enough effect in the polarisation, with a control signal flat; inconclusive means small, poorly fitted or top-dose-only effect, or effect the other way, or a change in a side signal; inactive means no such curve, though single readings can be large or run the other way; the % refers to the polarisation;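 further: polarization taken with two DNA probes labelled with fluorescein and Texas red; potency means the concentration at half of the fitted maximal effect; % of control where 0% means no effect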
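His-tagged ERG Ets domain (1 uM in the protein solution; 300mM KCl, 50mM Tris-HCl, 1mM EDTA, 1mM DTT, pH 7.5) received compound, then a probe mix of 5 nM fluorescein-DNA and 100nM Texas-615-DNA. Fluorescence polarization was read for both dyes.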
POLB inh: DNA polymerase beta (human) inhibition | P06746 | Pol beta primer extension/strand displacement, fluorescence kinetic | Potency, µM (highest dose often 114 µM), without a hit: top-dose activity change, negative = inhibition, most hits filed as inhibitors | 340,000 compounds, 1.3% hits; further: potency means the concentration at half of the fitted maximal effect; on the % scale 0 is the no-effect control and ±100 the full control effect
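Pol beta (10 nM) and compounds were preincubated 15 min at room temperature, then 50 nM substrate (final) started primer extension/strand displacement. Reads were taken at 0 and 10 min; concentration-response data were fitted to a four-parameter Hill equation.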
BLM inh: inhibitors of human Bloom syndrome helicase BLM; recombinant BLM DNA unwinding, fluorescence dequenching; 350,000 compounds, 0.2% hits; Potency, µM (doses to about 56.1 µM), without a hit: top-dose activity change, negative = inhibition, most hits filed as inhibitors; AID 2528; P54132;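 further: potency means the concentration at half of the fitted maximal effect; plate controls were vehicle for no effect and no enzyme for full effect; nearly all actives have a fitted effect of over 35% in size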
TRHR agonist: agonists of human TRH receptor. 360,000 compounds, 0.18% hits. P34981. activation, % at 2 µM. TRHR cells, calcium flux fluo-8, FDSS agonist mode; in the data active means activation above about 30%; further: 0% is about no effect
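TRHR-expressing cells, plated overnight in medium with 10% serum, were loaded with fluo-8 calcium dye at room temperature. After a 10 s baseline, library compound was pin-added and calcium release was recorded kinetically (ex 480/em 530) as agonist response.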
APE1 inh: APE1 (human) endonuclease inhibition; P27695; recombinant APE1, TAMRA/BHQ-2 abasic DNA cleavage fluorescence; Potency, µM (top dose mostly 65.8 µM), inactives show top-dose activity change, negative = inhibition, most hits filed as inhibitors; 350,000 compounds, 0.35% hits;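 further: potency means the concentration at half of the fitted maximal effect; plate controls were vehicle for no effect and reference inhibitor for full effect; nearly all actives have a fitted effect of over 55% in size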
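Enzyme (0.75 nM final) and test compound are incubated 15 min at room temperature before adding 50 nM quenched THF abasic-site duplex. Cleavage dequenches TAMRA, followed at 525/598 nm over three reads one minute apart.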
POLK inh: inhibitors of human DNA polymerase kappa; purified Pol kappa, fluorescent DNA synthesis assay, 10 min; Potency, µM (top dose mostly 107 µM), for the others: top-dose activity, negative = inhibition, hits mostly inhibitors; AID 588579; Q9UBT6; 400,000 compounds, 0.53% hits; further: potency means the concentration at half of the fitted maximal effect; on the % scale 0 is the no-effect control and ±100 the full control effect
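10 nM Pol kappa preincubated 15 min at room temperature with compounds, then reaction started with substrate at 50 nM final. Fluorescence read kinetically at 0 and 10 min; buffer-only wells served as negative control.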
Anesthetic bind: binds horse apoferritin like a general anesthetic. 350,000 compounds, 0.074% hits. Potency, µM (series often up to 77.5 µM), for the others: top-dose activity change, negative = displacement, hits mostly inhibitors. apoferritin/1-aminoanthracene competitive binding, fluorescence. AID 485281; further: potency means the concentration at half of the fitted maximal effect; on the % scale 0 is the no-effect control and ±100 the full control effect; nearly all actives have a fitted effect of over 20% in size
Target sequence (P02791 2-175 limits assumed): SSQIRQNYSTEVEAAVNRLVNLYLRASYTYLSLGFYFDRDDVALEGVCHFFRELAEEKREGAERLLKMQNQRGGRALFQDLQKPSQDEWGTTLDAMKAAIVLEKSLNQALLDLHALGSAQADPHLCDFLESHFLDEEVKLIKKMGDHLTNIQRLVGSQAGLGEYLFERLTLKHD
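Horse-spleen apoferritin (10 uM) was mixed with 50% saturated 1-aminoanthracene in PBS, exposed to compounds for 10 min at room temperature, and read for fluorescence (ex 380 nm, em 535 nm). Competitive displacement was fitted with a four-parameter Hill equation.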
POLI inh: blocks human DNA polymerase iota activity; Q9UNA4; Pol iota fluorescent replication assay, 10 min; Potency, µM (doses to about 115 µM), without a hit: at the top dose activity, negative = inhibition, actives largely listed as inhibitors; 390,000 compounds, 1% hits; further: potency means the concentration at half of the fitted maximal effect
Target sequence (Q9UNA4 whole entry, looked up): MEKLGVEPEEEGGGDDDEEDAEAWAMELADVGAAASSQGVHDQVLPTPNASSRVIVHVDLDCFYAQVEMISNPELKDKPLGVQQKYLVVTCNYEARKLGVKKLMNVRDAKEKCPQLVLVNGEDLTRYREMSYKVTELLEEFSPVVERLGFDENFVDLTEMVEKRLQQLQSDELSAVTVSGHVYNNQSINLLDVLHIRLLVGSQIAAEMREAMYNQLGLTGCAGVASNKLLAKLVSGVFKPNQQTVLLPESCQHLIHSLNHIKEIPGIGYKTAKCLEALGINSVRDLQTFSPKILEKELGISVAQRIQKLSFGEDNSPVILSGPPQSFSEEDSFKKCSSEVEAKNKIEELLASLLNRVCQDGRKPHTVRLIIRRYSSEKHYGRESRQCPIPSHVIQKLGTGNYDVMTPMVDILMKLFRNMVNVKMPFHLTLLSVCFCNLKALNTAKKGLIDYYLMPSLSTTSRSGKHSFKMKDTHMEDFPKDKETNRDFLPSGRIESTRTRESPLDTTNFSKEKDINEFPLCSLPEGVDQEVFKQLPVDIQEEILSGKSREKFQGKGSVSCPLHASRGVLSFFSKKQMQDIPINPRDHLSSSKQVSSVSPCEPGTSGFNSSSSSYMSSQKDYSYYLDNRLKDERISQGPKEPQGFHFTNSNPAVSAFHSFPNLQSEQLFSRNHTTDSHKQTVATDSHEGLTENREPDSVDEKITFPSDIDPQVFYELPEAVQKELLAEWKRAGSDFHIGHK
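Fluorescent replication assay read twice, at 0 min and 10 min after adding 50 nM (final) substrate. Enzyme (10 nM) and compounds were first incubated 15 min at room temperature; enzyme-free buffer wells were negative controls.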
ALOX12 inh: blocks human arachidonate 12S-lipoxygenase; P18054; purified 12hLO, xylenol orange hydroperoxide absorbance; 580,000 compounds, 1.1% hits; Potency, µM (top dose mostly 108 µM), for the others: at the top dose activity change, negative = inhibition, usual class: inhibitors; further: potency means the concentration at half of the fitted maximal effect; on the % scale 0 is the no-effect control and ±100 the full control effect
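Purified human 12hLO at 150 nM in 25 mM Hepes, 0.01% Triton X-100, pH 7.0, preincubated 15 min at room temperature with compound. Reaction started with 40 uM arachidonic acid, 30 min at room temperature. Hydroperoxide measured by Fe-xylenol orange, 573/405 nm absorbance ratio.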
Active calls of the source: *; i = inactive; ? = inconclusive; . = not tested or not shown; & = joins results of further samples; [ ] = remark or other dose. Unless noted, the call rests on the fitted dose curve; in most records, active means well fitted curve in the direction sought with a large enough effect; inconclusive means small, poorly fitted or top-dose-only effect, or another doubt; inactive means no such curve, though single readings can be large; an effect the other way counts as inactive or inconclusive.

SMILES	POLK inh	POLI inh	ERG Ets-DNA blk	ALOX12 inh	APE1 inh	TRHR agonist	POLB inh	BLM inh	Anesthetic bind
CCC(CC)COC(=O)C1=C(C)NC(=O)NC1c1cccc([N+](=O)[O-])c1 (centres undefined)	2%	12%	8%	-1%	16%	-0.4	24%	-6%	?
COC(=O)C1=C(C)C(c2cccs2)NC(=O)N1C (centres undefined)	2%	28%	4%	-20%	5%	0.3	-20%	0%	-7%
Cc1ccc(S(=O)(=O)NCCN2CCOCC2)cc1C	17%	7%	-8%	-1%[57.4 µM]	2%	1.2	-17%	-2%	0%
CC1CCCCC1NC(=O)CSc1nnc(COc2ccc(Cl)cc2)o1 (centres undefined)	-2%	36%[activator]	-4%	8%	30%	-1.2	?	-2%	-21%
Cc1ccc(C2SCC(=O)N2Cc2cn3ccsc3n2)o1 (centres undefined)	8%	-7%	4%	0%	-3%	0.8	1%	-8%	-11%
COC(=O)CCC/C=C1/SCC(NC(=O)c2ccccc2)C1=O (centres undefined)	-14%	45µM*	.	-23%	21%	-0.5	2%	-20%	-15%
CCOC(=O)c1cc(=O)n(Cc2ccccc2C)c2ccccc12	-10%	21%	-4%	15%	4%	-0.9	4%	-6%	?
C=CCn1c(SCC(=O)c2[nH]c(C)c(C(=O)OCC)c2C)nc2scc(-c3ccc(OC)cc3)c2c1=O	-5%	18%	5%	?	-3%	-0.1	-22%	-4%	-15%
COc1ccc(OC)c(S(=O)(=O)N2CCC(C(=O)NCc3cccnc3)CC2)c1	-10%	42%[activator]	-3%	-1%	6%	0.4	39%	0%	6%
COc1ccc(Nc2cc(C)c3ccc(O)cc3n2)cc1	13%	21%	12%	?	-2%	-0.4	-20%	-10%	4%
Oc1ccc(Br)cc1-c1cc(-c2ccco2)[nH]n1	-6%	16%	-1%	?	0%	0.7	-4%	-7%	?
Nc1nc(-c2ccco2)cs1	-10%	6%	-2%	-8%	-5%	-0.1	19%	-5%	-24%
COc1ccc(C2C(C#N)=C(C)NC3=C2C(=O)CC(C)(C)C3)cc1 (centres undefined)	5%	?	-3%	?	0%	-0.1	-26%	-4%	390%[activator]
O=C(NC(=S)Nc1ccc(Cl)cc1)c1ccccc1	-11%	42%[activator]	16%	45µM*	-4%	5.1	28%	-8%	-9%
CCCCn1c(N)c(N(CCOC)C(=O)c2cc(-c3ccccc3Cl)nc3ccccc23)c(=O)[nH]c1=O	-16%	9%	-3%	-9%	11%	-0.5	.	.	.
COC(=O)NC1(C(F)(F)F)C(=O)NC(C)=C1C(=O)OC (centres undefined)	-2%	19%	1%	0%	-1%	0.3	-11%	-2%	-8%
Cc1ccc2c(CNCC(C)c3ccccc3)c(C(=O)O)n(Cc3ccccc3C)c2c1 (centres undefined)	-9%	-18%	1%	-13%	.	0.4	19%	-2%	-9%
COc1ccc(-c2nn(C)c(=O)c3ccccc23)cc1CNC(=O)c1ccco1	0%	0%	-1%	0%	4%	-0.8	-19%	-2%	-12%
O=S1(=O)NC(c2ccccc2)CC(CC2CCCCC2)O1 (centres undefined)	-3%	-5%	5%	-5%	-20%	0.1	-1%	-10%	5%
COC(=O)c1nn(-c2nc(-c3ccc(OC)c(OC)c3)cc(C(F)(F)F)n2)cc1[N+](=O)[O-]	-8%	-3%	2%	7%	2%	-0.2	12%	-6%	-8%
CCOC(=O)C(=CNc1cccnc1Oc1ccc(C)c2c1CCC2)C(=O)OCC	2%	170%[activator]	-2%	?	?	0.5	3%	0%	-3%
CC1CC(NC(=O)CCn2c(=O)oc3ccccc32)CC(C)(C)C1 (centres undefined)	-25%	29%	-5%	-2%	5%	-0.4	-25%	-2%	-10%
FC(F)(F)c1cc(Oc2ccc(Cl)cc2)nc(-c2ccccn2)n1	-5%	-2%	-8%	-2%	-4%	.	5%	-4%	-7%
CC(=O)n1cc(N(C(=O)CCl)c2ccccc2)c2ccccc21	0%	-15%	-3%	?	-4%	0.4	3%	-4%	-8%
COc1cc(NC(=O)CC(C)S(=O)(=O)c2cc3c(cc2C)NC(=O)CO3)cc(OC)c1OC (centres undefined)	-3%	40%	5%	11%	19%	0.8	11%	-2%	-4%
O=C(Cn1cnc2c(oc3nc4c(cc32)CCCC4)c1=O)Nc1ccccc1	-9%	45%[activator]	8%	-9%	37%	2.2	-15%	-5%	-11%
CC(C)(C)c1[nH]nc2c1C(c1ccoc1)C(C#N)=C(N)O2 (centres undefined)	-13%	-4%	-9%	-12%	3%	-0.2	0%	-4%	-20%
Cc1cc2cc(CCNC(=O)c3ccc(S(=O)(=O)N4CCCC4)cc3)c(=O)[nH]c2cc1C	-7%	4%	7%	15%	-20%	-2.4	6%	-6%	?
Cc1ccc(CNC(=O)C2CC3Cn4c(nc5cc(Cl)c(Cl)cc54)C3N2C)o1 (centres undefined)	5%	19%	7%	-24%	21%	0.2	36%	-3%	5%
O=C(COC(=O)c1ccccc1F)NCc1ccc2c(c1)OCO2	9%	32%[activator]	6%	-7%	-4%	.	.	.	.

Molecules listed so far that contain an aryl thioether with sulfur outside any ring, in the order listed:
SMILES	POLK inh	POLI inh	ERG Ets-DNA blk	ALOX12 inh	APE1 inh	TRHR agonist	POLB inh	BLM inh	Anesthetic bind
CC1CCCCC1NC(=O)CSc1nnc(COc2ccc(Cl)cc2)o1 (centres undefined)	-2%	36%[activator]	-4%	8%	30%	-1.2	?	-2%	-21%
C=CCn1c(SCC(=O)c2[nH]c(C)c(C(=O)OCC)c2C)nc2scc(-c3ccc(OC)cc3)c2c1=O	-5%	18%	5%	?	-3%	-0.1	-22%	-4%	-15%

Going on with the list.
SMILES	POLK inh	POLI inh	ERG Ets-DNA blk	ALOX12 inh	APE1 inh	TRHR agonist	POLB inh	BLM inh	Anesthetic bind
CN1C(=O)N(C)C2(c3ccccc3)NNC(N)=NC12c1ccccc1 (centres undefined)	-9%	1%	-16%	-1%	-8%	0.5	1%	3%	4%
COc1ccc(NC(=O)CCC(=O)OC(C(=O)c2ccccc2)c2ccccc2)cc1 (centres undefined)	-3%	28%	3%	0%	4%	-0.8	5%	-3%	-19%
CCOC(=O)C(C)NC(=O)CCc1nnc2ccc(N3CCCCC3)nn12 (centres undefined)	2%	-7%	32%	-4%	29%	0.8	22%	-1%	-7%
COCCCNc1nc2c(c(=O)n(Cc3cccc(Br)c3)c(=O)n2C)n1C	2%	22%	-3%	0%&12%	16%	0.6	8%	-6%	4%
COc1ccc(C(=O)NC(C)CCn2cccn2)cc1OC1CCN(C(C)C)CC1 (centres undefined)	-5%	9%	-4%	0%	16%	0.8	-1%	2%	-10%
CC(=O)c1cccc(NC(=O)N2CCCC2C(=O)Nc2ccc3c(c2)OCO3)c1 (centres undefined)	-12%	11%	15%	-10%	-6%	-0.2	?	-4%	-15%
O=C(O)[C@H]1CCC(=O)N1Cc1ccco1	-21%	13%	-3%	?	-5%	0.2	-25%	3%	-2%
O=C(O)c1ccc2c(c1)CCCN2	-9%	-5%[58.9 µM]	1%	?	-4%	0.5	0%	-2%	-1%
O=C(CSc1ccccc1)Nc1ccc2c(c1)OCCO2	-9%	102%[activator]	-3%	-21%	7%	1.0	1%	-4%	?
COc1ccc2cc(C3CC(c4ccco4)=NN3S(C)(=O)=O)c(Cl)nc2c1 (centres undefined)	1%	?	11%	35µM*	3%	-0.8	15%	-5%	5%
CCOC(=O)CC(NC(=O)Cc1ccc(F)cc1)c1ccccc1Cl (centres undefined)	-11%	5%	-1%	-13%	?	0.4	31%	-1%	-1%
Cc1cc(Cl)ccc1OCC(=O)NCCOc1nc(N2CCCCC2)nc(N2CCOCC2)n1	-11%	0%	-8%	1%	2%	-0.3	-4%	0%	-8%
O=C(NCC1CCCO1)c1ccc(NC(=O)C2CC=CCC2C(=O)O)cc1 (centres undefined)	-3%	5%	6%	6%	1%	-0.5	3%	-8%	-10%
COc1ccc(NS(=O)(=O)c2ccc(N3CCCCC3)c(N)c2)cc1	-23%	?	-7%	?	39%	2.3	.	.	.
O=C(O)CCCC(=O)Nc1ccccc1SCCS(=O)(=O)c1ccc(Cl)cc1	-17%	133%[activator]	-1%	7%	31%	0.3	2%	-3%	-3%
CC(C)(CNC(=O)c1ccc(S(=O)(=O)Nc2cccc(C(F)(F)F)c2)cc1)N1CCOCC1	-3%	8%	-3%	2%	-10%	1.7	.	.	.
COc1cc(C(=O)NCc2nnc(SCC(=O)Nc3cc(C)on3)o2)cc(OC)c1OC	-9%	-12%	1%	16%	-3%	0.1	18%	-2%	-2%
Cc1cc(-c2onc(C)c2C(=O)Nc2ccc(C(F)(F)F)cc2)no1	-13%	69%[activator]	1%	0%	13%	0.5	41%	1%	-4%
CCOC(=O)c1ccc(N2C(=O)c3n[nH]c(C)c3C2c2cccc(Br)c2)cc1 (centres undefined)	-16%	?	8%	-37%	.	-1.2	9%	-21%	51%[activator]
O=S(=O)(c1ccc(N2CCOCC2)nc1)N(Cc1ccccn1)Cc1ccccn1	-7%	9%	-3%	i	0%	-1.0	-12%	-7%	0%
Cc1cnc(C(=O)Nc2ccccc2C(=O)N2CCOCC2)cn1	-2%	6%	2%	0%	-1%	0.4	-1%	-1%	-11%
CCc1noc(C)c1C(=O)N(CC(C)C)c1c(N)n(Cc2ccccc2)c(=O)[nH]c1=O	2%	-5%	-8%	8%	17%	1.1	.	.	.
O=C(CSc1ncn[nH]1)CSc1ncn[nH]1	-9%	48%[activator]	-4%	-2%	18%	0.1	-1%	1%	-4%

The list is partial (hit frequency here may not be typical).
